High-throughput results deposited in PubChem by several laboratories.
ADAM10 inh = inhibits human ADAM10; 0.62% of 370,000 active; AID 720582; O14672; inhibition, % at 7 µM; recombinant ADAM10, EDANS/DABCYL FRET peptide cleavage, 3 h;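 active = inhibition above a per-campaign cutoff equal to the mean of compounds falling between control-based bounds plus 3 SD, cut at about 20% in these data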;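 also: 0% = DMSO wells while the 100% control is not disclosed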
GAA850 FXN act = increases GAA850 frataxin promoter reporter activity | HEK293 lucGAA850 FXN promoter luciferase reporter, 24 h; percent of 10 µM SAHA response | activation, % at 6 µM | AID 540364 | 0.56% of 360,000 active;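 active = activation above the average of all compounds screened plus 3 SD, cutoff fixed separately per campaign, cut at about 7.5% in these data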;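 also: 0% = DMSO wells and 100% = 10 µM SAHA wells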
DAX1 inh-1 = DAX1 (NR0B1) inhibition, primary screen; AID 652010; HEK293T StAR-luciferase reporter, SF-1/DAX-1 repression relief; inhibition, % at 6.8 µM; 1.1% of 370,000 active;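 active = inhibition above the mean over all tested compounds plus 3 SD, cut at about 3.6% in these data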;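 also: 0% = DAX-1 cells with DMSO and 100% = cells lacking DAX-1 with DMSO; higher inhibition means more luminescence from relief of DAX-1 repression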
hgDAF-12 ag = activates the H. glycines DAF-12 receptor ligand-binding domain; 1.8% of 370,000 active; activation, % at 6.8 µM; HEK293 GAL4-hgDAF12 UAS-luciferase reporter, agonist luminescence; normalized to butyrate control;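 active = activation above a cutoff set at the mean of all screened compounds plus 3 SD, cut at about 10% in these data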;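 also: 0% = DMSO wells and 100% = sodium butyrate wells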
ADAM17 inh = inhibits human ADAM17. P78536. recombinant ADAM17, EDANS/DABCYL FRET peptide cleavage. inhibition, % at 6.95 µM. 0.83% of 370,000 active;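 active = inhibition above the mean of compounds lying between control limits plus 3 SD, set per campaign, cut at about 8.5% in these data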;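 also: 0% = DMSO-only wells as the low control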
Target sequence (P78536 215-824 limits assumed): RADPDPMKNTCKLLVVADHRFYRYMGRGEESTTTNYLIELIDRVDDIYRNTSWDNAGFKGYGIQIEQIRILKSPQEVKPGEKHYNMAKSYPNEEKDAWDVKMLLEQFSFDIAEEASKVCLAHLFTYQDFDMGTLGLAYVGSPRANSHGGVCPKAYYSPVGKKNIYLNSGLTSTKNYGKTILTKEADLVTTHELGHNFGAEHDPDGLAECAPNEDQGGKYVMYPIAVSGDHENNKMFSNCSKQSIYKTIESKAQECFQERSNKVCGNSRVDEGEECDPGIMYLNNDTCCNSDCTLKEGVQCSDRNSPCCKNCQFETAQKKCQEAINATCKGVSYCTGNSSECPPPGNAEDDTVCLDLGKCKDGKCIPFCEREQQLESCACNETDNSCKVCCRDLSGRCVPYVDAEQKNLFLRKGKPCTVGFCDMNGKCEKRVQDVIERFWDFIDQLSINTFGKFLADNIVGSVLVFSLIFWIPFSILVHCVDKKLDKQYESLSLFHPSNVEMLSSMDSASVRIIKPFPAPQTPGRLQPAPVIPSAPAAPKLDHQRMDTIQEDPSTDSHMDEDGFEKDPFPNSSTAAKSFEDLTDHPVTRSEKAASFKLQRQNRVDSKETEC
ssDAF-12 act = activators of S. stercoralis DAF-12 nuclear receptor. HEK293 ssDAF-12/GRIP1 lit1-tk-luc reporter, luminescence; % of 3 µM dafachronic acid response. activation, % at 6.8 µM. 1% of 370,000 active. AID 652126;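 active = activation above the mean over all tested compounds plus 3 SD, cut at about 0.9% in these data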;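 also: 0% = DMSO-only wells and 100% = 3 µM delta7-dafachronic acid wells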
DAX1 inh-2 = inhibitors of human orphan nuclear receptor DAX1 (NR0B1) | HEK293 Gal4-DAX1 luciferase reporter, luminescence | inhibition, % at 6.75 µM | 0.99% of 340,000 active | AID 504766;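 active = inhibition above the mean over all tested compounds plus 3 SD, cut at about 4.2% in these data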;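 also: 0% = DAX1-transfected cells with DMSO and 100% = empty-vector control cells with DMSO; inhibition shows as a rise in luminescence from relieved DAX1 repression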
Target sequence (P51843 207-470 limits assumed): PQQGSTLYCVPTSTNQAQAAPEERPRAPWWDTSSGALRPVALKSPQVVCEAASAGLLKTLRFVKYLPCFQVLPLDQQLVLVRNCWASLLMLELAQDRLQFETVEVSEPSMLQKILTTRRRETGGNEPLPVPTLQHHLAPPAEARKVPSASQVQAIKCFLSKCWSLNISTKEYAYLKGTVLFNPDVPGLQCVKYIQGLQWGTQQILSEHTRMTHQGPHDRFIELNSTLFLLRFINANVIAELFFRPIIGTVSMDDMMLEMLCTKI
GC-A act = GC-A (human) enzyme activation; P16066; HEK293 GC-A cells, cGMP TR-FRET, EC30 ANP; 0% at EC30 ANP, 100% saturating ANP; activation, % at 10 µM; 0.14% of 370,000 active; AID 1671463; in the data active = activation above about 40%
SMARCA2 act = activators of SMARCA2 function; activation, % at 9.1 µM; MG213 cells, MMTV-luciferase reporter, dexamethasone, overnight; 1% of 370,000 active; in the data active = activation above about 7.8%;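 also: 0% = vehicle wells and 100% = reference activator wells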
hcDAF12 agonist = activators of H. contortus DAF-12 nuclear receptor. HEK293 hcDAF-12 lit1-tk-luc reporter, luminescence; 0% DMSO, 100% Δ7-dafachronic acid. activation, % at 6.8 µM. 1.4% of 370,000 active. AID 652067;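 active = activation above the mean of all tested compounds plus 3 SD, cut at about 5.5% in these data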;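 also: 100% = response to 3 µM Δ7-dafachronic acid high control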
PG9 Ab binder = binds the HIV-1 gp120 antibody PG9 | TR-FRET gp120-PG9 antibody binding | inhibition, % at 6.7 µM | 0.43% of 360,000 active | AID 624416; in the data active = inhibition above about 8.5%
The depositor's hits bear a star; . = no result given. Rows were taken by chance (roughly 6.8% active in at least one column).

SMILES	ADAM10 inh	GAA850 FXN act	DAX1 inh-1	hgDAF-12 ag	ADAM17 inh	ssDAF-12 act	DAX1 inh-2	GC-A act	SMARCA2 act	hcDAF12 agonist	PG9 Ab binder
COc1cccc(NC(=O)CN(c2ccc([N+](=O)[O-])cc2)S(=O)(=O)c2ccccc2)c1	14	-0.2	0.3	1.4	1	-1.4	-1.9	-2	3	-0.9	1.1
CCOc1cc(NC(=S)NC)c(OCC)cc1NC(=O)c1ccco1	1	0.5	0.0	-0.4	-1	-1.6	1.0	2	2	-2.5	-1.6
Cc1ccc(NC(=O)c2ncn(CC(=O)N3CCN(c4ccccn4)CC3)n2)cc1C	-12	0.2	0.4	-0.4	-4	-1.3	0.4	1	0	-1.2	-3.0
CN(C(=O)CCCN1C(=O)c2cccc3cccc(c23)C1=O)c1ccccc1	-52	-2.6	0.8	-1.8	-17	-1.5	0.5	1	2	-1.3	-2.6
C#CCOCCOCCOCCNc1nc(N2CCN(C(=O)CCCCCCCCCCNC(=O)[C@H](CCCCN)n3cc(CCO)nn3)CC2)nc(N2CCN(C(=O)CCCCCCCCCCNC(=O)[C@H](CCCCN)n3cc(CCCC(=O)O)nn3)CC2)n1	-6	0.7	0.4	0.6	-2	-0.6	-0.7	8	-1	-1.4	1.0
O=C(O)c1ccccc1-c1ccccc1C(=O)NCc1cccc(C(F)(F)F)c1	-8	-0.5	-0.6	1.6	-8	-0.8	-0.6	-1	-4	-1.4	0.8
Cc1cc(C)c(OCC(=O)Nc2ccc(S(=O)(=O)N3CCOCC3)cc2)c(C)c1	10	-1.3	-0.3	0.5	3	-1.8	-0.5	-2	-3	-1.2	-0.1
CC(C)(C)C(=O)Nc1ccc(Sc2ccc([N+](=O)[O-])cc2)cc1	13	-1.3	-1.6	-2.1	6	-2.8	-1.5	1	-5	0.1	1.4
Oc1ccccc1CNc1ccc2c(c1)OCCO2	-3	-0.4	1.1	4.6	1	-1.4	3.5	1	3	-0.3	-3.1
CC1=C(C(=O)OC2CCCCC2)C(c2ccco2)C2=C(CC(C)(C)CC2=O)N1 (stereo not drawn)	-2	-0.2	0.4	-0.6	1	-0.9	-0.3	-5	1	0.5	-2.3
CCOc1ccc(/C=C/C(=O)c2ccccc2)cc1OC	-3	4.8	0.5	3.1	2	-0.1	0.2	2	0	1.1	-0.6
COC(=O)c1cccc(NC(=O)CCc2c(C)noc2C)c1	-4	0.9	1.4	-2.5	0	-1.0	0.7	-2	4	-0.5	-0.2
CCOC(=O)c1ccc(NC(=S)N2CCN(CCO)CC2)cc1	6	-0.5	0.3	0.3	-4	-1.0	-0.7	8	-1	-2.1	-1.7
COc1cccc(Nc2nc(C(N)C(C)C)cs2)n1 (stereo not drawn)	-28	-0.1	-1.5	1.9	-2	-1.6	.	-6	-2	-1.1	-2.0
O=C(CS(=O)(=O)Nc1ccc(F)cc1Cl)Nc1ccc(F)cc1Cl	9	-1.0	-0.5	-3.2	0	-1.4	-0.2	3	-4	-4.0	-1.2
Cc1ccc(C)c(/C=N/NC(=S)NCCc2ccccc2)c1	-4	0.3	-0.8	1.4	-1	-1.2	0.8	9	-1	-1.6	-3.0
COc1ccc(OC)c(S(=O)(=O)N2CCCC(C(=O)N3CCC(C(N)=O)CC3)C2)c1 (stereo not drawn)	-3	0.7	-2.1	0.2	1	-1.1	-0.6	2	0	0.1	-0.9
Cc1cc(C)c(NC(=O)C2CCCN2C)c(C)c1 (stereo not drawn)	-5	0.5	-0.2	1.6	-2	-0.9	8.0*	0	0	0.8	-1.3
CNC(=O)/C(C#N)=C/c1c(F)cccc1Cl	-9	3.2	1.1	1.6	-4	-1.0	1.1	10	-1	0.1	-2.9
Cc1ccc(OCc2nc(-c3ccccc3)no2)cc1	5	6.6	1.0	9.0	-2	0.2	4.8*	5	4	1.7	-0.6
CN(c1ccccc1)S(=O)(=O)c1cccc2ccccc12	14	-1.4	0.3	0.8	2	-1.7	1.9	-4	-3	0.2	-0.3
O=C(Nc1cnn(Cc2ccc(Cl)c(Cl)c2)c1)c1nc2ncccn2n1	2	-0.9	-0.7	-1.2	-6	-1.4	-1.0	2	-1	-1.4	0.8
CN(/N=C/c1ccc(O)cc1O)c1nc(-c2ccccc2)cc(-c2ccccc2)n1	-1	1.2	0.6	3.2	-4	-0.9	-2.1	1	-1	0.8	-0.9
CCCCn1c(SCC(=O)N2CCCCC2)nc2cc(S(N)(=O)=O)ccc21	8	0.9	-0.1	2.4	0	-1.3	-0.1	0	-2	-0.5	-1.6
CN(C)c1ccc(/C=C/C(=O)c2ccc(C(C)(C)C)cc2)cc1[N+](=O)[O-]	3	0.8	-0.6	2.4	0	-1.9	-0.8	0	6	0.0	-1.3
CCCCn1c(=O)n(Cc2cccc(F)c2)c(=O)c2c1ncn2Cc1ccco1	5	0.5	-1.0	-3.6	0	-1.7	0.3	11	0	-1.9	0.6
CC1=C(C#N)C(NC(=O)c2cccc(Cl)c2)(C(F)(F)F)C(=O)N1 (stereo not drawn)	-4	-0.7	0.1	2.1	-2	-1.3	0.2	-2	2	-1.6	1.2
COc1ccc(CC2(CO)CCN(Cc3cccn3-c3ccccn3)CC2)cc1	-8	-2.2	0.2	4.5	-3	-1.8	2.0	-41	-1	0.4	-0.2
COc1cc2c(=O)n(CCC(=O)NCC3CCCO3)c(=O)n(CC(=O)Nc3ccc(F)cc3)c2cc1OC (stereo not drawn)	-54	1.6	-0.1	2.3	-24	-0.5	1.1	0	-1	-0.1	-2.3
COc1ccc([N+](=O)[O-])c(C=CC(=O)c2ccccn2)c1	-22	1.8	0.6	4.2	-2	-1.0	1.0	-3	6	0.6	-0.5
C=C(C)COc1ccc(-c2[nH]ncc2Oc2ccccc2OC)c(O)c1	-8	2.7	0.0	-0.3	-4	-1.3	-0.4	2	-2	-0.7	-1.8
Cc1cccnc1C(c1ccc(F)cc1)N(C)C(=O)C1CCN(CCOc2ccc(Cl)cc2Cl)CC1 (stereo not drawn)	5	-3.5	-0.6	4.0	5	-1.3	.	-3	-5	-0.8	-1.1
O=C(N=C1N=C2C=CC=CN2Cc2ccccc21)c1ccc(S(=O)(=O)N2CCCC2)cc1	8	4.7	0.9	7.9	1	-1.6	2.5	1	3	2.9	0.2
CN(C(=O)CC1C(=O)NCCN1Cc1ccc(F)cc1Cl)C1CCCCC1 (stereo not drawn)	-28	0.2	-0.4	-1.6	-18	-1.0	0.6	-2	-1	-0.8	0.2
CC1CCCCN1C(=O)CN1CCC(c2nc3ccc(Cl)cc3[nH]2)CC1 (stereo not drawn)	-5	0.1	0.9	-1.2	-2	-1.5	4.5*	1	-4	0.4	-0.1
CCOC(=O)c1cc(N)cc([N+](=O)[O-])c1	-3	2.7	0.8	-2.7	7	-1.6	-1.7	6	-2	0.5	0.7
CCOC(=O)[C@]12CCC=C1N(Cc1cccc3ccccc13)C(=O)[C@H](CC(=O)NCc1cccc3ccccc13)C2	-4	.	-0.7	-0.5	4	-0.8	.	-2	-4	-0.6	0.6
C[C@@H]1CN([C@@H](C)CO)C(=O)c2cccc(NC(=O)Nc3ccccc3)c2O[C@H]1CN(C)C(=O)Nc1cccc2ccccc12	-39	-7.9	-0.5	-2.2	-11	-1.4	-1.0	-1	4	-1.4	0.4
Cc1nc2sc(C(c3ccc(Cl)cc3)N3CC(C)OC(C)C3)c(O)n2n1 (stereo not drawn)	-9	0.5	-0.7	-1.8	-4	-1.7	-0.8	-2	-2	-2.3	0.4
C=CCOc1c(CNc2ncn[nH]2)cccc1OCC	0	4.0	0.3	-3.2	0	-0.9	-0.3	2	-1	-1.0	1.6
COc1cc(CN(C)CCc2ccccc2)ccc1OCc1ccccc1	3	-1.7	-0.3	1.6	-3	-0.4	0.5	-3	1	-2.2	-2.5
COc1ccc(/C=C(/C#N)S(=O)(=O)c2ccc(C)cc2)cc1	0	-3.2	-0.5	6.0	-1	-1.1	-0.6	-2	-1	0.2	-1.4
Cc1ccc(NS(=O)(=O)c2cccc(C(=O)N/N=C/c3c(C)nn(-c4ccccc4)c3N3CCCC3)c2)c(C)c1	12	-1.6	-0.3	-0.9	3	-1.4	-0.5	-2	-2	-2.9	-4.2
O=C(/C=C/c1cccs1)Nc1nncs1	2	2.1	1.1	9.0	-6	-0.7	2.2	2	4	0.1	-1.5
O=C(c1cccs1)N1CCN(S(=O)(=O)Cc2ccccc2)CC1	0	-0.6	-0.9	-1.1	-3	-0.9	-0.9	0	0	-2.6	-0.9
COc1ccc(NC(=O)C(C)N(c2ccc(C)cc2)S(C)(=O)=O)cc1 (stereo not drawn)	3	-0.9	-0.1	-0.4	-3	-1.2	-0.5	-3	-3	0.8	1.2
COc1ccccc1CN1CC(C(=O)NCc2cccc(Cl)c2)CCC1=O (stereo not drawn)	14	-1.7	-0.2	-0.6	-1	-1.2	0.1	-2	-4	-0.2	-3.1
CC1(C)CC(c2nc(-c3ccccc3)cs2)CCS1 (stereo not drawn)	8	1.0	-0.7	0.4	-2	-1.9	0.8	-6	4	3.6	1.0
COc1ccc2c(c1)c1nc3ccccc3nc1n2CCn1c(=O)oc2ccccc21	-7	-0.1	-0.1	1.7	-2	-0.7	0.0	-14	-4	0.1	0.6
COc1cccc(-n2cc(C(=O)O)c3ccccc3c2=O)c1	-16	0.1	-0.1	1.3	-9	-1.3	1.3	3	3	-0.8	0.8
Clc1ccc(/C=N/Nc2ncnc3ccccc23)cc1Cl	-24	7.0	3.4	16*	-6	1.1*	12*	0	4	10*	-2.3
